Source: PubChem
Wee1 stabilizer: Wee1 degradation inhibitors, primary screen, cell-based, HeLa, Wee1K328M-luciferase, luminescence; reporter increase, % at 5 µM; 220,000 compounds, 1.2% hits; HeLa Luc-Wee1K328M stability; 100% = proteasome inhibitor MG132 effect;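 active = activation above the mean of all tested compounds plus 3 SD, set per screening run, cut at about 8.8% in these data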;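 also: cells exposed to compound for 20 h before luminescence read; 0% = DMSO alone and 100% = MG132 at 30 µM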
TbHK1 inh: Trypanosoma brucei hexokinase 1 inhibitors, primary screen, biochemical, G6PDH-coupled NADH absorbance, MLSCN library; inhibition, % at 10 µM; recombinant TbHK1, G6PDH-coupled NADH A340; AID 1430, 2008; 220,000 compounds, 0.11% hits;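 active = inhibition of 50% or more in the single-dose primary screen; inactive = inhibition below 50%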
EP2 antag: human EP2 receptor antagonists, primary screen, TR-FRET cAMP, C6 glioma cells | 260,000 compounds, 0.52% hits | Prostaglandin E2 receptor EP2 subtype (Homo sapiens), P43116 | C6 glioma cells expressing human EP2; cells stimulated with saturating PGE2 | inhibition, % at 25 µM;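 active = percent inhibition above 40 after rounding to a whole number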;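 also: rat C6 glioma host cells with rolipram phosphodiesterase inhibitor present; the protocol text gives 20 µM as final concentration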
Target sequence (P43116 whole entry, looked up): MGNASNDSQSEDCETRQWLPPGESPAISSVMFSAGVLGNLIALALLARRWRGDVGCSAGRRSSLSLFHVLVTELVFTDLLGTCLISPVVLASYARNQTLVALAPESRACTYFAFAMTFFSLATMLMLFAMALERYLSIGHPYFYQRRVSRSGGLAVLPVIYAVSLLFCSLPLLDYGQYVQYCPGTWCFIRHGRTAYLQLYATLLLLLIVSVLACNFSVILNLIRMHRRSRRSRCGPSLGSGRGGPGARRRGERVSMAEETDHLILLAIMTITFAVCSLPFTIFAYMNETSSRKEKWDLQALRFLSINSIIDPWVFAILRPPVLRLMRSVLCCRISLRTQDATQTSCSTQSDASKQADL
CHOP inh: inhibitors of CHOP promoter induction, primary screen, cell-based, unfolded protein response, luciferase reporter; inhibition, % at 10 µM; 220,000 compounds, 3.8% hits; CHO-K1 CHOP-promoter luciferase, tunicamycin-induced, 15-18 h;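 active = compounds that reduced the stress-induced luciferase reporter signal by more than about 70% of percent inhibition, limit read from the data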;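 also: 0% = tunicamycin plus vehicle and 100% = wells without tunicamycin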
TNF death inh: inhibitors of TNF-alpha triggered necroptosis, primary screen, cell-based, Jurkat FADD-/-, single concentration; 220,000 compounds, 0.068% hits; Jurkat FADD-/- TNF necroptosis rescue, ATP luminescence, 24 h; 0 = TNF only, 100 = no-TNF cells; activation (protection from cell death), % at 10 µM;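 active = activation, meaning protection from cell death, of at least 50% relative to plate controls; inactive = activation below 50%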;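 also: necroptosis triggered by 40 ng/mL TNF-alpha added together with compound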
FXIa inh: human FXIa protease inhibitors, primary screen, biochemical, 1536-well | Coagulation factor XI (Homo sapiens), P03951 | purified FXIa, Boc-Glu-Ala-Arg-AMC fluorogenic substrate | inhibition, % at 5 µM | 220,000 compounds, 0.14% hits;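 active = inhibition of at least 40%; inactive = inhibition below 40%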;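 also: fluorescence of freed AMC excited at 355 nm; 0% = enzyme without compound and 100% = no enzyme blank; many of its hits are not listed in these tables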
FXIIa inh 1536: human FXIIa protease inhibitors, primary screen, biochemical, 1536-well; Coagulation factor XII (Homo sapiens), P00748; purified FXIIa, Boc-QGR-AMC fluorogenic substrate, 2 h; inhibition, % at 5 µM; 220,000 compounds, 0.3% hits; in the data active = inhibition above about 40%;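 also: 0% = enzyme with no compound and 100% = blank without enzyme; many of its hits are not listed in these tables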
Target sequence (P00748 20-372 limits assumed): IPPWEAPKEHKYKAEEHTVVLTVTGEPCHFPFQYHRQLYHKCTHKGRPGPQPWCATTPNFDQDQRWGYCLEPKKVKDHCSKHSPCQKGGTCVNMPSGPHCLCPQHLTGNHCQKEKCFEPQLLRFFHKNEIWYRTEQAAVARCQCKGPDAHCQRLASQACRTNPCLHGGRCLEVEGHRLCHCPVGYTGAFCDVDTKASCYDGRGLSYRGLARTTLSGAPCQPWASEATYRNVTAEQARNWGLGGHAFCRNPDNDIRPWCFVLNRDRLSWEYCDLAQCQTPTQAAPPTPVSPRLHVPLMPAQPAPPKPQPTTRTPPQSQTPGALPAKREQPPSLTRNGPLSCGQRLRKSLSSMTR
Target sequence (P00748 373-615 limits assumed): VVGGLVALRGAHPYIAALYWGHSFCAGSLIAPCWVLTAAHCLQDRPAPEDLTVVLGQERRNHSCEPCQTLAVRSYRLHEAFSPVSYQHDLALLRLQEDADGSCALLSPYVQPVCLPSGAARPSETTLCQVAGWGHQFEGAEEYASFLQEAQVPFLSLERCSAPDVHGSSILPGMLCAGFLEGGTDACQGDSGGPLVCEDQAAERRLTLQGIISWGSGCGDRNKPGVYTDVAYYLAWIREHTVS
zVAD death inh: inhibitors of zVAD-triggered necroptosis, primary screen, L929 cells; L929 zVAD necroptosis rescue, ATP luminescence, 24 h; with zVAD 60 µM; 220,000 compounds, 0.38% hits; viability rescue, % at 10 µM;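 active = activation, scaled between plate controls, above about 75%, limit read from the data; inactive = activation under that limit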;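 also: 0% = zVAD with DMSO and 100% = DMSO alone without zVAD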
PPC-1+TRAIL kill: compounds killing PPC-1 cancer cells with TRAIL present, primary screen, TRAIL potentiator project, ATPLite luminescence, uHTS. PPC-1 cells + TRAIL, ATPLite viability luminescence. 220,000 compounds, 0.41% hits. cell killing (% activity), % at 4 µM;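 active = cell killing above 50% in the first pass at 4 µM, then a duplicate retest at 5 µM averaging 50% or more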;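 also: plate controls were cells with TRAIL plus DMSO for no effect and medium-only wells lacking cells for full effect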
* = called active by the depositor; / = no result given; & = joins results of further samples.

SMILES	Wee1 stabilizer	TbHK1 inh	EP2 antag	CHOP inh	TNF death inh	FXIa inh	FXIIa inh 1536	zVAD death inh	PPC-1+TRAIL kill
COc1cc(C2NCCC(=O)C2(C)C)cc(OC)c1OC (stereo not given)	-3.6	-10.2	4.0	10.5	0.7	8.4	4.9	0.6	-34.2
CCC(O)c1cc2c(cc1NC(=O)c1ccc(C)cc1)OCCO2 (stereo not given)	-1.0	2.6	12.3	-7.1	-1.0	6.3	5.2	-0.1	5.2
CSc1ccc(-c2nc3cnccn3c2Nc2ccc3c(c2)OCO3)cc1	1.1	-27.1	9.3	-11.9	-8.6	-2.4	4.5	-0.4	-29.2
FC(F)(F)c1cccc(Cc2noc(CN3C[C@@H]4CCC[C@H]3C4)n2)c1	-1.6	-3.0	6.1	2.0	0.5	4.6	13.6	-0.3	11.2
CN(C)CCOc1ncnc2c1oc1ccccc12	-1.6	-1.8	3.5	4.3	0.6	3.7	7.0	0.9	6.6
COc1cc(C2=NOC(C(=O)Nc3cc(C)on3)C2)cc(OC)c1OC (stereo not given)	2.1	0.0	9.1	4.2	4.1	2.0	6.1	1.2	0.1
Cc1ccccc1NC(=O)CCN1CCCCCC1	-0.5	-5.7	5.0	/	-0.6	/	/	1.8	/
Cc1ccc(/C=N/N2CCCCC2)o1	1.3	-8.7	2.2	-26.7	-0.6	-6.7	-2.6	1.1	-5.9
CC(=O)Nc1ccccc1C(=O)N1CCN(c2cccc(C)c2C)CC1	-0.6	-0.2	20.3	21.7	-5.0	-3.5	3.3	2.7	-0.9
Cc1c(Cl)c([N+](=O)[O-])nn1CC(=O)NCc1cccnc1	3.9	-5.5	-1.8	33.9	0.8	3.0	6.0	2.7	-11.3
Cc1ccc(CNC(=O)C(=O)NCCCn2ccnc2)cc1	0.3	-2.3	6.9	24.7	-1.8	8.5	12.7	0.0	/
COC(=O)c1cc(OC)c(OC)cc1NC(=O)C(C)c1ccc([N+](=O)[O-])cc1 (stereo not given)	0.7	-14.3	11.3	-4.4	1.1	5.4	14.8	2.7	12.5
O=C(NCC1CCCO1)C1CCN(C2CCN(C(=O)CC3CCCC3)CC2)CC1 (stereo not given)	0.1	3.7	7.3	0.7	0.2	0.7	4.2	0.6	29.0
CC1Nc2ccccc2C(=O)N1NC(=O)c1ccc(Br)cc1 (stereo not given)	-0.5	1.1	4.6	-10.7	0.6	-1.5	2.7	1.2	-12.3
CCOCCCNS(=O)(=O)c1ccc(OC)c(Cl)c1Cl	-2.4	1.5	16.8	-14.7	-1.2	-3.2	10.8	-0.5	17.9
O=C(O)c1nc(-c2ccccc2)n(-c2ccccc2)n1	5.1	-5.1	10.1	-6.0	1.1	3.6	4.1	-0.1	16.9
COC(=O)C1=C(C)NC(=O)C1(NS(=O)(=O)c1ccc(NC(C)=O)cc1)C(F)(F)F (stereo not given)	2.4	-5.1	3.2	-24.2	0.1	-7.2	7.1	0.2	22.8
Cc1cc([N+](=O)[O-])nn1Cc1ccc(C(=O)N/N=C/c2ccc(N(C)C)cc2)cc1	1.7	-13.6	4.2	3.1	2.3	2.6	2.3	1.7	-2.4
COC(=O)c1sc(SC)c(S(=O)(=O)C(C)C)c1N/N=C(\C#N)C(=O)c1ccccc1	-0.3	-19.1	11.1	15.7	1.8	1.6	5.7	-0.2	-2.3
COc1ccc(N2C(=O)CC(Nc3ccc(C)cc3)C2=O)cc1 (stereo not given)	2.3	0.9	1.9	30.8	-1.2	3.0	8.1	-0.3	21.8
Cc1noc(C)c1COc1ccc(C(=O)NCCc2ccccn2)cc1	0.8	-0.5	5.4	25.4	-1.1	-5.1	0.9	11.2	2.9
Cc1ccc(N2CCN(/N=C/C(Cl)=C/c3ccccc3)CC2)cc1	0.9	3.1	9.3	13.8	0.0	-1.0	/	1.6	19.3
O=C(NCCCN1CCCC1)Nc1cccc2ccccc12	0.7	1.4	/	-0.2	1.3	0.9	10.3	2.1	6.8
COC(=O)c1c(NC(=O)Cc2ccccc2)sc2c1C(C(=O)OC)CC2 (stereo not given)	1.9	-1.5	3.0	36.4	0.4	-1.4	7.8	2.1	16.7
Cc1ccc2nc(Cl)c(CN(C(=O)c3cnccn3)C3CCCCC3)cc2c1	-1.1	-5.0	9.3	20.8	-4.8	-3.3	10.7	0.1	19.6

Some of the entries above, reformatted.
Order of values – Wee1 stabilizer | TbHK1 inh | EP2 antag | CHOP inh | TNF death inh | FXIa inh | FXIIa inh 1536 | zVAD death inh | PPC-1+TRAIL kill
CC1Nc2ccccc2C(=O)N1NC(=O)c1ccc(Br)cc1 (stereo not given)
  -0.5 | 1.1 | 4.6 | -10.7 | 0.6 | -1.5 | 2.7 | 1.2 | -12.3
CCOCCCNS(=O)(=O)c1ccc(OC)c(Cl)c1Cl
  -2.4 | 1.5 | 16.8 | -14.7 | -1.2 | -3.2 | 10.8 | -0.5 | 17.9
O=C(O)c1nc(-c2ccccc2)n(-c2ccccc2)n1
  5.1 | -5.1 | 10.1 | -6.0 | 1.1 | 3.6 | 4.1 | -0.1 | 16.9
COC(=O)C1=C(C)NC(=O)C1(NS(=O)(=O)c1ccc(NC(C)=O)cc1)C(F)(F)F (stereo not given)
  2.4 | -5.1 | 3.2 | -24.2 | 0.1 | -7.2 | 7.1 | 0.2 | 22.8

(next part)
SMILES	Wee1 stabilizer	TbHK1 inh	EP2 antag	CHOP inh	TNF death inh	FXIa inh	FXIIa inh 1536	zVAD death inh	PPC-1+TRAIL kill
COc1ccc(-c2cc3nnc(-c4ccccc4)nc3s2)cc1	4.8	-7.4	/	65.2	-2.3	3.8	10.7	-0.1	8.9
Cc1ccccc1C(=O)Nc1cccc(NC(=O)Cn2cnc3c(=O)n(C)c(=O)n(C)c32)c1	2.8	-6.1	12.2	36.6	-11.1	-0.2	7.9	-0.9	4.9
CN1CCN(c2nc(C(N)=O)cc(-c3ccccc3)n2)CC1	2.0	-2.6	10.9	-1.9	1.1	1.2	-0.1	4.8	10.7
COc1ccc(C(=O)NC(=S)Nc2cccnc2)cc1[N+](=O)[O-]	-2.0	6.8	5.2	1.1	0.7	5.1	10.3	-0.6	10.2
CCc1cc(-c2n[nH]c(C)c2-c2nc3ccccc3s2)c(O)cc1OCC(=O)NN	2.3	-23.1	9.9&10.3	2.1	0.4	-3.9	-0.6	3.6	28.2
COc1ccc(-c2cc(C(F)(F)F)n3nc(C(=O)N4CCOCC4)c(Cl)c3n2)cc1	-1.9	-12.7	11.4	62.6	-5.5	-12.6	15.8	0.2	17.5
COc1ccc(NC(=O)c2nc(C)n(-c3ccc([N+](=O)[O-])cc3)n2)cc1	-3.8	-12.2	0.5	11.7	0.3	0.1	5.7	-1.1	20.0
COc1ccc(CCNC(=O)C2CCN(S(=O)(=O)c3cccc4nonc34)CC2)cc1OC	0.9	-0.2	13.9	-0.1	0.9	-1.5	6.0	0.5	4.1
Cc1ccc(C(=O)Nc2ncc(Cc3ccccc3)s2)o1	2.6	4.2	12.2&14.6	13.7	-1.8	3.0	14.2	0.3	32.5
NC(=O)CC(NC(=O)Cc1ccc(Br)cc1)c1ccc(NCc2cc(F)ccc2F)c([N+](=O)[O-])c1 (stereo not given)	/	4.2	21.1	97.0*	-0.1	-0.4	8.8	0.2	16.6
CCOC(=O)c1sc(NC(=O)c2ccc(S(=O)(=O)N3CCCCC3)cc2)nc1-c1ccccc1	-2.2	-21.3	9.1	84.4*	2.3	-11.2	1.9	0.4	13.1
O=C(CSc1nc2ccccc2c(=O)n1Cc1ccc(C(=O)NC2CC2)cc1)NCc1ccco1	-1.6	0.0	2.7	-2.5	2.8	-1.0	-4.3	1.2	3.8
Cc1cc2c([nH]c3ccccc32)c2c1OC(C)(C)C=C2	/	-20.7	18.4	98.2*	3.7	1.8	8.2	2.4	-2.6
COc1ccc(N2C(=O)C3CCCN3C2c2ccccc2OC)cc1 (stereo not given)	-3.3	-5.3	7.0	7.6	-0.5	9.9	7.8	0.1	6.8
O=C(NNS(=O)(=O)c1ccc(Cl)cc1)c1ccc(S(=O)(=O)N2CCCCC2)cc1	-2.4	16.0	1.2	21.5	2.0	-5.2	1.1	3.6	8.1
c1ccc(-c2onc3c2CCCC3)cc1	-2.8	-1.8	19.6	49.3	-1.8	3.2	13.9	0.7	11.2
COC(=O)/C=c1\[nH]c2nnc(C)n2c1=O	-1.2	-14.5	7.2	10.2	2.6	0.7	1.5	0.4	4.7
C=CCOC(=O)C1=C(C)NC(C)=C(C(=O)OCC=C)C1c1cccs1	-1.6	-8.7	6.3	86.8*	-6.5	-1.3	1.8	-0.4	20.8
C[C@@H](C(=O)N[C@H](C(=O)O)c1ccccc1)n1nnc2ccccc2c1=O	1.8	26.7	8.7	9.5	1.7	-2.5	2.4	0.1	21.9
O=C1Nc2ccccc2/C1=N\N=C\c1ccc(O)c(O)c1	2.3	-47.0	6.5	63.1	-15.5	0.3	-0.1	21.9	30.0
CC(C)(C)n1nc2c(c1NC(=O)c1ccc(S(=O)(=O)N3CCCC3)cc1)CS(=O)C2 (stereo not given)	-5.5	-1.0	13.9	-1.2	-1.8	19.5	30.1	0.2	-2.9
N#C/C(=C\Nc1ccccc1SC(F)(F)F)c1nc(-c2ccc(F)cc2)cs1	2.0	-5.1	5.2	-20.0	0.8	8.9	12.2	-0.4	28.2
CCSc1nnc(NC(=O)CCc2ccccc2)s1	2.0	-11.6	8.8	56.5	5.0	5.9	14.3	0.7	4.6
Cc1cccc(NC(=O)C2CCCN(S(=O)(=O)c3c(C)nn(C)c3C)C2)n1 (stereo not given)	3.2	6.5	18.0	11.8	0.4	-0.7	7.6	2.0	13.5
C=CCn1c(SCC(=O)c2ccccc2)nnc1-c1cc2ccccc2o1	-2.2	4.0	16.6	35.5	1.6	3.1	12.8	1.2	-6.6
SMILES	Wee1 stabilizer	TbHK1 inh	EP2 antag	CHOP inh	TNF death inh	FXIa inh	FXIIa inh 1536	zVAD death inh	PPC-1+TRAIL kill
CC1Cc2ccccc2N1C(=O)CSc1nnnn1C (stereo not given)	2.4	1.1	7.9	21.2	1.8	-1.8	17.0	-0.2	6.7
O=C(C1CCCCN1S(=O)(=O)c1ccccc1[N+](=O)[O-])N1CCCCC1 (stereo not given)	0.3	7.7	-0.8	27.0	-0.7	3.5	8.9	-0.2	9.7
O=C(O)/C=C/C(=O)N(CC1CCCO1)C1CC(=O)N(c2c(Cl)cccc2Cl)C1=O (stereo not given)	-0.9	0.8	5.8	-7.7	4.1	-0.1	1.3	0.5	9.0
Cc1cc(/C=N/NC(=O)COc2cccc3cccnc23)c(C)n1-c1ccc(O)cc1	14.1*	10.4	9.1	36.3	2.3	3.3	12.1	0.8	14.1
Cc1c(N2C(=O)CSC2c2ccc(F)cc2)c(=O)n(-c2ccccc2)n1C (stereo not given)	5.6	-8.7	8.3	9.5	2.1	0.8	7.4	-0.3	4.1
CCNc1nc(NCC)nc(Oc2ccc(OCC)nn2)n1	-3.2	0.4	5.8	-16.9	-3.5	-1.9	4.0	8.3	26.6
CCN(CC)S(=O)(=O)c1ccc(C)c(NC(=O)CSc2nc3ccccc3[nH]2)c1	1.8	1.8	3.1	22.3	4.8	4.5	12.4	3.8	15.1
c1ccc(Nc2nc(CSc3ncn[nH]3)cs2)cc1	-1.4	1.5	0.0	-26.7	0.7	1.9	4.7	0.0	-5.6
O=S(=O)(CC(CN1CCCC1)N1CCCC1)c1ccc2ccccc2c1 (stereo not given)	-2.4	-1.4	7.2	59.0	-11.1	8.7	15.9	81.7*	26.2

The list is partial; rates above refer to the full screens.
